SENP8 inh: human SENP8 protease inhibitors, primary screen, biochemical, fluorescence, Nedd8 protein substrate, uHTS | recombinant SENP8 | 360,000 tested, 0.64% active | Sentrin-specific protease 8 (Homo sapiens), Q96LD8 | inhibition, % at 20 µM; in the data active = inhibition mostly above about 40%, no sharp cut-off; inactive = mostly below about 27%
Target sequence (Q96LD8 whole entry, looked up): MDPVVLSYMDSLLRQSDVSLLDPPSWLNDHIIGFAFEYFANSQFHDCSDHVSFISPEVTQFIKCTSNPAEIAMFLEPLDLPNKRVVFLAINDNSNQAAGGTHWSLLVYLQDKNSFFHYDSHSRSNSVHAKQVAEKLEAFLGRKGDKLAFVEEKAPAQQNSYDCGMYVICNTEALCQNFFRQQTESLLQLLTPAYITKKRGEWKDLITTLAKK
MPTP block: mitochondrial permeability transition pore inhibitors, primary screen, biochemical, isolated mouse mitochondria, absorbance. Ca2+ swelling absorbance, 30 min. inhibition, % at 10 µM. 360,000 tested, 1.4% active;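 active = inhibition of 50% or more, scaled per plate between neutral and stimulator controls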;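 also: 0% = DMSO wells given calcium and 100% = 1 mM EGTA wells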
HKDC1 inh: HKDC1 hexokinase inhibitors, primary screen, biochemical, fluorescence, uHTS. Q2TB90. recombinant HKDC1, G6PDH/diaphorase resazurin coupled fluorescence. inhibition, % at 20 µM. 340,000 tested, 0.16% active;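 active = inhibition above about 35% when tested at 20 µM, limit read from the data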;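 also: plate controls were DMSO wells with enzyme for no effect and DMSO wells lacking enzyme for full effect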
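Assay system: recombinant HKDC1 hexokinase; detection: coupled resazurin fluorescence, excitation 525 nm, emission 613 nm; benchmarks: DMSO-plus-enzyme-mix negative control, buffer-substituted positive control; compound dosing: single 20 µM dose; schedule: 90 min at room temperature in dark; also added: glucose plus 1 mM ATP as hexokinase substrates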
ATG4B inh: ATG4B protease inhibitors, primary screen, biochemical, fluorescence, uHTS; ATG4B cleavage of LC3-PLA2, NBD-HPC fluorescence, 1 h; 340,000 tested, 0.51% active; inhibition, % at 8.33 µM; Cysteine protease ATG4B (Homo sapiens), Q9Y4P1; in the data active = inhibition above about 40%
GRIN3A LBD mod: binders of NR3A ligand-binding domain, primary screen, biophysical, differential scanning fluorimetry, uHTS; Glutamate receptor ionotropic, NMDA 3A (GRIN3A) ligand-binding domain; NR3A LBD differential scanning fluorimetry, Tm shift; 0% = protein alone, 100% = glycine-bound protein; Tm shift relative to glycine control, % at 25 µM; 340,000 tested, 2.5% active; AID 1259313, 2017;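 active = melting temperature shift of at least 10% of the positive control shift, at one fixed dose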
SENP7 inh: SENP7 protease inhibitors, primary screen, biochemical, luminescence, uHTS; Sentrin-specific protease 7 (Homo sapiens), Q9BQF6; recombinant SENP7, Z-RLRGG-aminoluciferin luminescence, 40 min; inhibition, % at 5 µM; 330,000 tested, 1.5% active;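 active = inhibition above about 50% at the single test dose, limit read from the data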;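 also: plate controls were DMSO with enzyme for no effect and no enzyme buffer wells for full effect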
Target sequence (Q9BQF6 706-1050 limits assumed): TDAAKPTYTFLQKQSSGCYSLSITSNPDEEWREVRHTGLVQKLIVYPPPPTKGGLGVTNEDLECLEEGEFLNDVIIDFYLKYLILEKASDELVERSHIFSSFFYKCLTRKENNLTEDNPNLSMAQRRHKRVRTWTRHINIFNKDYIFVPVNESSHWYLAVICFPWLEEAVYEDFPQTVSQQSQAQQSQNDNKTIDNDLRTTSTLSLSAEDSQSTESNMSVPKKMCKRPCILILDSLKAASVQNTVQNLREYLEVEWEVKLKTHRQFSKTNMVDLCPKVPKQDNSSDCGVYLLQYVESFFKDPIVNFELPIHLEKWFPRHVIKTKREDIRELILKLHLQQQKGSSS
SENP6 inh: SENP6 protease inhibitors, primary screen, biochemical, luminescence, uHTS | Sentrin-specific protease 6 (Homo sapiens), Q9GZR1 | Recombinant SENP6 catalytic domain, aminoluciferin luminescence | inhibition, % at 10 µM | 330,000 tested, 1.8% active | AID 2599, 2010;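 active = inhibition above about 50% at the single tested dose, limit read from the data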;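 also: plate controls were DMSO wells with enzyme for no effect and DMSO wells lacking enzyme for full effect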
Target sequence (Q9GZR1 628-1112 limits assumed): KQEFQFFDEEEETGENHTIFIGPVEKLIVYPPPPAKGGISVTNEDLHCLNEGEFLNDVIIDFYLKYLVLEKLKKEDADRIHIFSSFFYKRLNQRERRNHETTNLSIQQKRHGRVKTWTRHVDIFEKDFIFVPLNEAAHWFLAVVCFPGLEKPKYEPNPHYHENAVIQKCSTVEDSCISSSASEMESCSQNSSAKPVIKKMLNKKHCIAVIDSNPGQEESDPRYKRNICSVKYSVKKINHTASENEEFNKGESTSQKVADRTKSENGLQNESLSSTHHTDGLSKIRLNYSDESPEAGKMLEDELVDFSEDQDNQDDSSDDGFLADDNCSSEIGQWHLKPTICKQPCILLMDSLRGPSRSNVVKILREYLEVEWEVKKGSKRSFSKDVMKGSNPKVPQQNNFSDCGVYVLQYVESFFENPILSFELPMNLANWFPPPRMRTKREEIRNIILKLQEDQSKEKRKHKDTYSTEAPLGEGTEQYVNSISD
PfGluPho inh: PfG6PD enzyme inhibitors, primary screen, biochemical, fluorescence intensity, uHTS | PfGluPho enzyme, NADPH resazurin-diaphorase fluorescence | 350,000 tested, 0.78% active | AID 504690, 2011 | inhibition, % at 20 µM;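 active = inhibition reaching at least a set limit at 20 µM in the primary screen, cut at about 59% in these data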;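 also: 0% = DMSO wells with substrate and 100% = DMSO wells lacking glucose-6-phosphate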
Numbers without * were called inactive.

SMILES | SENP8 inh | MPTP block | HKDC1 inh | ATG4B inh | GRIN3A LBD mod | SENP7 inh | SENP6 inh | PfGluPho inh
Cc1ccccc1CSCCNC(=S)Nc1ccccc1 | 15.4 | 56.9* | -5.5 | 13.4 | -2.9 | -5.2 | -1.4 | -8.4
CCOC(=O)N1CCN(C(=S)NC(=O)C2CCCC2)CC1 | 9.7 | 1.8 | -7.9 | 3.2 | -0.4 | -4.7 | -15.3 | -1.8
Cn1c(=O)c(=O)n(C)c2cc(N3CCOCC3)c(NS(=O)(=O)c3ccc([N+](=O)[O-])cc3)cc21 | -52.5 | -3.0 | 5.3 | -7.5 | 1.7 | -15.9 | -6.7 | 51.5
CCOc1ccc(OCCC(=O)N2CCN(S(=O)(=O)c3ccc(OCC)cc3)CC2)cc1 | 8.3 | -0.4 | 3.2 | 3.0 | -3.3 | 8.5 | -15.2 | -15.4
Clc1cccc(Cl)c1COc1ccncc1 | 3.6 | -0.5 | 5.8 | -10.3 | 0.5 | -5.7 | -13.9 | -1.4
COc1cc(SC)ccc1C(=O)N(C)CC(=O)Nc1cccc2ccccc12 | 9.7 | 1.0 | 2.3 | 8.7 | 0.3 | 7.8 | -3.8 | -6.1
[O-]C1=N/[N+](=C/c2ccc(Cl)cc2)CC1 | 20.8 | -7.7 | -8.4 | -8.2 | -1.9 | 2.9 | 3.3 | -6.7
Cc1ccc(CN2CC(C(=O)Nc3cccc(S(=O)(=O)N4CCCCC4)c3)CC2=O)cc1 (stereo unspecified) | 4.8 | 4.3 | -3.9 | -10.0 | 0.2 | -2.1 | 11.1 | -10.8
Cc1noc(C)c1COc1ccc(C(=O)OCC(=O)Nc2ccc3c(c2)OCO3)cc1 | 28.8 | -6.4 | -0.9 | 7.2 | -3.4 | 9.6 | -13.9 | -7.6
CCNC(=O)C1CC(=O)N(Cc2ccc3c(c2)OCO3)C(=Nc2ccc(F)cc2)S1 (stereo unspecified) | 7.5 | 1.6 | -2.2 | -3.8 | -0.4 | -13.5 | 2.1 | -8.8
O=C(CNCCC1=CCCCC1)Nc1ccccc1N1CCCCCC1 | 11.9 | 11.6 | -2.0 | 38.9 | 1.8 | -5.3 | -16.4 | 11.9
O=C(COc1ccccc1)OCc1csc(Nc2ccccc2)n1 | 13.1 | 2.2 | -2.8 | -5.3 | -7.0 | 1.4 | 8.2 | 7.1
CN(C(=O)CSc1nnc(C2CC2)n1-c1ccccc1)C1CCS(=O)(=O)C1 (stereo unspecified) | -7.2 | -0.3 | -6.0 | -5.7 | -0.2 | -1.4 | -1.9 | 8.0
COc1ccc(-c2noc(=O)n2Cc2cc(C)ccc2C)cc1 | 1.9 | 0.9 | 20.8 | -0.8 | 4.0 | 8.1 | 3.7 | -10.7
COc1ccc(NC(=S)Nc2ccccc2OC)c(OC)c1 | 11.1 | 0.1 | -10.2 | -5.7 | -0.5 | 5.3 | 3.8 | -5.8
CCn1c2ccccc2c2cc(NC(=O)C(C)Oc3ccc(OC)cc3)ccc21 (stereo unspecified) | -51.6 | -1.7 | 1.6 | 1.4 | -5.8 | 6.0 | -8.2 | 3.2
COC(=O)Cn1nnc(N2CCOCC2)n1 | 8.4 | 3.0 | 22.5 | -14.6 | 2.1 | 4.3 | -26.7 | 5.8
Fc1ccc(NC(=S)Nc2cccnc2)c(Cl)c1 | -7.0 | 1.3 | -3.7 | -4.5 | 0.0 | 2.1 | 1.8 | 9.0
COc1ccc(/C=C2\Sc3ccc(C(=O)NC4CC4)cc3N(C)C2=O)cc1OC | -13.7 | -0.7 | 0.0 | -9.6 | -4.4 | 10.0 | -24.3 | 25.6
CS(=O)(=O)Nc1ccc(C(=O)NCCSc2ccc(Cl)cc2)cc1 | 2.8 | 0.0 | -13.4 | -5.6 | -18.0 | 0.2 | 8.2 | -25.8
O=C(COc1ccc(F)cc1)Nc1cc(S(=O)(=O)N2CCCCC2)ccc1N1CCCCC1 | -27.2 | 0.0 | 12.2 | 17.2 | 0.3 | 2.1 | -3.7 | 12.2
CCN(CC)S(=O)(=O)c1cccc(NC(=O)c2ccc(C#N)cc2)c1 | -8.0 | 0.4 | 2.4 | -7.1 | 1.4 | -11.1 | 14.5 | 0.8
CCOc1cc(CNc2ncnc3nc[nH]c23)ccc1OC | 3.0 | -0.8 | -4.8 | 10.4 | 2.9 | 2.3 | -4.3 | 9.6
CC1CCCCN1C(=O)CSc1nnc(-c2cccnc2)n1C1CCCCC1 (stereo unspecified) | 2.9 | -1.4 | 0.7 | -1.5 | 1.7 | -0.8 | -23.4 | -7.3
Cc1ccc2[nH]c3nc(N/N=C/c4cccc(O)c4)nnc3c2c1 | -36.8 | 0.3 | -7.5 | -11.1 | 10.3* | -0.8 | -6.5 | 5.3
COc1ccccc1N(CC(=O)Nc1ccc(C)cc1Cl)S(=O)(=O)c1cccs1 | -1.6 | -1.4 | -3.0 | -5.5 | -3.5 | -6.0 | -9.0 | 17.6
COCc1cc(=O)[nH]c(/N=C(\N)Nc2ccc(Cl)c(Cl)c2)n1 | 1.9 | 15.0 | -0.3 | -3.4 | 2.4 | -0.5 | -6.3 | 8.6
CC(C)c1ccc(COC(=O)CN2C(=O)NC3(CCCCC3C)C2=O)cc1 (stereo unspecified) | 16.0 | 1.2 | 6.9 | 2.2 | 1.7 | 10.9 | 8.3 | 8.8
CC(C)C(=O)Nc1c(C(=O)c2ccc(F)cc2)oc2ccccc12 | -425.4 | 0.5 | -5.4 | -17.7 | 1.7 | 6.1 | -34.7 | -0.5
Nc1cc(=O)nc(SCc2ccccc2)n1Cc1ccco1 | -0.1 | 1.1 | 0.1 | 13.6 | 10.8* | 6.1 | -13.3 | -16.3
O=C(COC(=O)C1CCN(S(=O)(=O)c2cccc3cccnc23)CC1)c1ccccc1 | 13.6 | -2.1 | 14.9 | 12.6 | -2.6 | -0.3 | -0.2 | -20.5
COC(=O)\C(C(C)=O)=C(/C=C/C=C/C=C/N(C)C)N(C)C | 36.7 | -3.2 | 7.7 | 6.5 | 1.7 | 6.1 | -14.7 | -4.3
COC(=O)c1ccc(CN2CCCC(C(=O)c3cc(F)ccc3OC)C2)cc1 (stereo unspecified) | -21.1 | -0.2 | -4.9 | -1.9 | -0.6 | -1.1 | 4.3 | 13.5
Cc1ccc2c(CN3CCCCC3CCO)cc(=O)oc2c1 (stereo unspecified) | 14.4 | 0.3 | -0.2 | 0.1 | 0.6 | 1.5 | 16.7 | -0.9
Cc1ccc(NC(=O)CSc2nc(N)cc(N)n2)cc1S(=O)(=O)N1CCOCC1 | 18.8 | 0.6 | -9.7 | 2.8 | -0.4 | -2.0 | -21.8 | 3.1
O=C(NNC(=O)c1cnccc1C(F)(F)F)c1ccccc1 | 8.4 | 0.8 | -0.2 | -2.4 | 0.5 | 1.4 | -24.7 | -1.2
O=C(NCc1ccccc1)c1ccccc1NC(=O)C1CCCCC1 | -72.8 | -1.0 | -0.5 | -1.4 | -1.2 | 8.1 | 0.6 | -5.6
CCOC(=O)C1=C(c2ccccc2)NC(SCC(N)=O)=C(C#N)C1c1cccnc1 (stereo unspecified) | -20.0 | 2.4 | -3.5 | -7.6 | 2.7 | -3.0 | 3.2 | -1.1
O=C1CCCN1CCC(=O)N1CCCC(Nc2ccc(F)c(F)c2)C1 (stereo unspecified) | 13.1 | -0.7 | -2.1 | -2.8 | -2.0 | -1.1 | 6.5 | -4.7
COc1ccc(S(=O)(=O)N(CC(=O)N2CCN(C)CC2)c2ccc(C)cc2)cc1Br | 2.3 | -1.9 | -9.3 | -6.3 | 1.9 | -1.3 | -2.3 | 10.8

Complete entries, looked up by structure. Order of values: SENP8 inh, MPTP block, HKDC1 inh, ATG4B inh, GRIN3A LBD mod, SENP7 inh, SENP6 inh, PfGluPho inh
Entry for CCOC(=O)C1=C(c2ccccc2)NC(SCC(N)=O)=C(C#N)C1c1cccnc1 (stereo unspecified) = -20.0, 2.4, -3.5, -7.6, 2.7, -3.0, 3.2, -1.1
Entry for O=C1CCCN1CCC(=O)N1CCCC(Nc2ccc(F)c(F)c2)C1 (stereo unspecified) = 13.1, -0.7, -2.1, -2.8, -2.0, -1.1, 6.5, -4.7
Entry for COCc1cc(=O)[nH]c(/N=C(\N)Nc2ccc(Cl)c(Cl)c2)n1 = 1.9, 15.0, -0.3, -3.4, 2.4, -0.5, -6.3, 8.6

By substructure, those above containing an NH in an aromatic ring.
SMILES | SENP8 inh | MPTP block | HKDC1 inh | ATG4B inh | GRIN3A LBD mod | SENP7 inh | SENP6 inh | PfGluPho inh
CCOc1cc(CNc2ncnc3nc[nH]c23)ccc1OC | 3.0 | -0.8 | -4.8 | 10.4 | 2.9 | 2.3 | -4.3 | 9.6
Cc1ccc2[nH]c3nc(N/N=C/c4cccc(O)c4)nnc3c2c1 | -36.8 | 0.3 | -7.5 | -11.1 | 10.3* | -0.8 | -6.5 | 5.3
COCc1cc(=O)[nH]c(/N=C(\N)Nc2ccc(Cl)c(Cl)c2)n1 | 1.9 | 15.0 | -0.3 | -3.4 | 2.4 | -0.5 | -6.3 | 8.6

Later entries
SMILES | SENP8 inh | MPTP block | HKDC1 inh | ATG4B inh | GRIN3A LBD mod | SENP7 inh | SENP6 inh | PfGluPho inh
CC(=O)NCCCc1nc2ccccc2n1Cc1ccccc1C | 6.5 | -1.6 | -10.2 | -11.8 | 2.0 | -16.4 | -8.8 | -3.5
CCc1nnc(NC(=O)c2cc(S(=O)(=O)N(C)c3ccc(OC)cc3)ccc2Cl)s1 | -0.8 | 0.1 | 4.9 | -4.3 | 1.0 | 0.0 | -5.4 | -10.7
O=C(O)CNC(=O)c1ccc(Oc2c(F)c(F)c(Oc3ccc(C(=O)NCC(=O)O)cc3)c(F)c2F)cc1 | 12.4 | -0.3 | 3.1 | -2.8 | -3.1 | -4.1 | -13.1 | -30.8
COc1ccc(/C=N/NC(=O)c2ccc(N(C)S(=O)(=O)c3ccccc3)cc2)cc1 | -56.0 | 2.8 | 7.8 | 0.0 | -2.2 | 5.6 | 7.9 | 15.9
CC(NC(=O)c1ccc(CS(=O)(=O)Cc2ccccc2F)o1)c1ccc2c(c1)OCCO2 (stereo unspecified) | 19.1 | -17.3 | -4.5 | -1.9 | -0.2 | -1.2 | -19.5 | -8.9
COc1cccc(NC(=O)C2CCC(CNS(=O)(=O)c3cccs3)CC2)c1 (stereo unspecified) | -3.6 | -1.4 | -6.4 | -7.0 | -2.2 | 4.0 | -2.5 | -8.2
O=C(COc1cccc(Cl)c1Cl)Nc1ccc2c(c1)CCC2 | 15.5 | 1.8 | -9.6 | 7.3 | 1.9 | -2.9 | -24.0 | 10.1
COC(=O)c1ccc(CSc2nc(N)cc(N)n2)cc1 | 15.5 | -0.8 | 2.0 | 6.3 | -0.5 | 3.5 | 0.9 | -10.8
N#Cc1c[nH]n2c(=O)cc(Cc3ccccc3)nc12 | -7.7 | 1.9 | 7.9 | -6.6 | 9.9 | 2.4 | -13.7 | 3.0
COc1cccc(C(=O)NNC(=O)c2ccccc2Br)c1 | 14.6 | -0.6 | -2.6 | 2.9 | 0.3 | 8.4 | 2.1 | 2.5
Cc1cccc(CS(=O)(=O)Cc2ccc(C(=O)NCc3cccnc3)o2)c1 | 12.6 | 0.5 | -1.9 | 0.0 | 2.4 | 1.4 | -14.3 | -7.3
COc1ccc(CNC(=O)CN(c2ccccc2)S(=O)(=O)c2ccccc2[N+](=O)[O-])cc1 | -2.8 | -1.4 | 13.2 | 9.1 | -0.1 | 3.1 | -2.5 | -17.8
Cc1ccccc1N(CC(=O)N1CCCC1)S(=O)(=O)c1ccc(Cl)cc1 | 3.9 | -1.3 | -7.1 | -1.8 | 0.7 | -2.0 | -12.8 | 3.4
Cc1csc(NC(=O)C2CC(=O)N(c3ccc(C)c(C)c3)C2)n1 (stereo unspecified) | 12.3 | -1.0 | -1.7 | -1.9 | -0.2 | 10.0 | -2.3 | -18.4
